Assay outcomes as filed in PubChem.
STAT3 act = IL-6 driven STAT3 reporter potentiators, primary screen, U3A cells, luciferase, luminescence, MLSCN library; activation (% of control), % at 5.6 µM; IL-6 STAT3-luciferase reporter; 100% = signal with IL-6 EC80 alone; hit rate 0.91% among 190,000; AID 871, 2007;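 active means activation above the screen-wide mean of compound activation plus 3 SD, cut at about 130% in these data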;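 further: 0% = background luminescence of wells with medium and substrate only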
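Detection: reporter luminescence signal / Assay system: STAT1-lacking human U3A cells, STAT3 luciferase reporter / Incubation: compound pre-incubation 1 h before IL-6, then 6 h stimulation at 37 °C / Control set: IL-6-only high control / Read-out: % activation relative to IL-6 control / Probe or stimulus: Interleukin-6, 33 ng/mL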
Hsp70 act = Hsp70 transcriptional activators, primary screen, cell-based, HeLa, Hsp70 promoter luciferase, luminescence, 10 µM | activation, % at 10 µM | hit rate 0.04% among 200,000 | HeLa Hsp70 promoter luciferase reporter; scaled: vehicle 0, proteasome-inhibitor control 100% | AID 1203, 2008;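 active means activation above the mean across all tested compounds plus 3 SD, cutoff set per campaign, cut at about 5.5% in these data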;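 further: 100% = MG132 at 30 µM as the positive control and 0% = DMSO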
STAT1 blocker = STAT1 signaling inhibitors, primary screen, cell-based, HTS, luciferase reporter | NIH 3T3 STAT1-luciferase reporter, IFN-gamma, luminescence | inhibition, % at 5.5 µM | hit rate 0.35% among 200,000 | AID 920, 2007;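 active means inhibition above a set limit, the mean inhibition across all tested compounds plus 3 SD, cut at about 34% in these data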;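 further: 0% = IFN-gamma with DMSO and 100% = IFN-gamma with 300 µM nifuroxazide; values of inactives mirror those of a sister screen read the other way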
STAT3 blocker = IL-6 driven STAT3 reporter inhibitors, primary screen, U3A cells, luciferase, luminescence, MLSCN library | IL-6 STAT3-luciferase reporter; host cell line lacks STAT1 | inhibition, % at 5.5 µM | hit rate 0.89% among 190,000;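 active means inhibition above the mean inhibition across all screened compounds plus 3 SD, cut at about 44% in these data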;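 further: 0% = DMSO only wells and 100% = 100 µM nifuroxazide control wells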
APP 5'UTR act = activators of APP 5'UTR luciferase reporter, primary screen, SH-SY5Y cells; AID 1276, 2008; SH-SY5Y APP 5'UTR luciferase reporter, luminescence; zero percent = DMSO vehicle wells; activation, % at 2 µM; hit rate 1% among 190,000;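 active means activation above a set limit, based on mean plus 3 SD of controls, cut at about 140% in these data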; further: values of inactives mirror those of a sister screen read the other way
TLR4-MyD88 BLA = inhibitors of TLR4-MyD88 association in cells, primary screen, cell-based, HeLa CL3-4, BLA complementation, FRET ratio; HeLa CL3-4 TLR4/MyD88 BLA complementation; inhibition, % at 8.4 µM; hit rate 0.18% among 200,000; in the data active means inhibition above about 25%;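 further: 0% = vehicle and 100% = reference inhibitor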
Target sequence (O00206 whole entry, looked up): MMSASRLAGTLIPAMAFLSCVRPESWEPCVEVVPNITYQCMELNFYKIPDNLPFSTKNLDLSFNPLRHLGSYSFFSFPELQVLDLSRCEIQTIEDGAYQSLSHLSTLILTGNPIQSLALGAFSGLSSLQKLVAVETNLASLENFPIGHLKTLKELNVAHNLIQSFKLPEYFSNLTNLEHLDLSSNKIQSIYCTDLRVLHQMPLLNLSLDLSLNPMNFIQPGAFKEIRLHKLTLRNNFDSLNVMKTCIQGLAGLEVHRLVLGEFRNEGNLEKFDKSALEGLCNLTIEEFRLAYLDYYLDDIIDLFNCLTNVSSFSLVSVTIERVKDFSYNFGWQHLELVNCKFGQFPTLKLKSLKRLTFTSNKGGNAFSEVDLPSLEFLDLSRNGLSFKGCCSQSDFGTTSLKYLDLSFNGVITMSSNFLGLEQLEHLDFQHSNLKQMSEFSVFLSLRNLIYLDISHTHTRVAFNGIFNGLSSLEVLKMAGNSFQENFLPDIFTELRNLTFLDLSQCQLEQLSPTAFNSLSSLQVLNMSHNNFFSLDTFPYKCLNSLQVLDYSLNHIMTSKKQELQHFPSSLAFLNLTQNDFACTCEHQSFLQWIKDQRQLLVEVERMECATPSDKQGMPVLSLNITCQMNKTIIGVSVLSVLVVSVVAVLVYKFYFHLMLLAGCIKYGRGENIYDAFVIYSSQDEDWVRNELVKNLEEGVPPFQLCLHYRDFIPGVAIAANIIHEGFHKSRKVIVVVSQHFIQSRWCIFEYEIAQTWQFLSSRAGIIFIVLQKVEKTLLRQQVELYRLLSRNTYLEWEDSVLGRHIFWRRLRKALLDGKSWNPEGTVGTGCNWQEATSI
Target sequence (Q99836 whole entry, looked up): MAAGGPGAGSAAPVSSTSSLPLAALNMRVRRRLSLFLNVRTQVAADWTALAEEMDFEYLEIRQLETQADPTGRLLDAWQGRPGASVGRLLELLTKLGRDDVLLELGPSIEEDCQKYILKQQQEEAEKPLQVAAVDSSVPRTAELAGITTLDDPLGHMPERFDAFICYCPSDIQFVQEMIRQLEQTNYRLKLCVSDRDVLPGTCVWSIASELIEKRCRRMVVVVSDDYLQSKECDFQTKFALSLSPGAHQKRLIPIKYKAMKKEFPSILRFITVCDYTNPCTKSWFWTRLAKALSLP
Redox H2O2 prof = compounds producing H2O2 with reducing agent – biochemical, NIH compound library profiling, artefact control for MLSCN library redox annotation, primary screen | DTT-dependent redox cycling H2O2, phenol red/HRP absorbance; 100% = 100 µM peroxide control, 0% = buffer | activation, % at 10 µM | hit rate 0.03% among 200,000 | AID 878, 2007;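 active means activation of at least 50% relative to the plate's high and low controls in the primary single-dose screen; inactive means activation below 50%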;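 further: compound incubated with DTT at 0.8 mM final as the reducing agent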
HMGR II inh = inhibitors of E. faecalis class II HMGR, primary screen, biochemical, Enterococcus faecalis; HMG-CoA reductase (Enterococcus faecalis, mvaE); purified E. faecalis HMGR, NADPH absorbance 340 nm kinetic; inhibition, % at 10 µM; hit rate 0.41% among 190,000;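 active means inhibition above a set limit, the median over all tested compounds plus 3 SD, cut at about 9.5% in these data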;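 further: enzyme runs in reverse so mevalonate oxidation gives rising NADPH absorbance; 0% = complete reaction with DMSO and 100% = background rate lacking mevalonate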
STAT1 activator = STAT1 signaling activators, primary screen, cell-based, HTS, luciferase reporter; NIH 3T3 STAT1-luciferase reporter, IFN-gamma, luminescence; 100% = IFN-gamma alone, no compound; activation (% of control), % at 5.5 µM; hit rate 2.6% among 200,000;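 active means activation above the screen-wide mean activation plus 3 SD, cut at about 130% in these data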;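 further: raw ratio to IFN-gamma control signal so 100% means no change and 0% no light; values of inactives mirror those of a sister screen read the other way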
NF-kB neuron act = activators of NF-kB expression in neurons, primary screen, cell-based, HTS; human neuronal cells, NF-kB reporter expression; active compounds read high; fold change at 12.5 µM; hit rate 1.6% among 190,000; AID 1239, 2008; in the data active means fold change above about 3.3
Active calls of the source: *; · = not tested or not shown. Not all compounds are listed, so the mix of outcomes need not match the whole.

SMILES | STAT3 act | Hsp70 act | STAT1 blocker | STAT3 blocker | APP 5'UTR act | TLR4-MyD88 BLA | Redox H2O2 prof | HMGR II inh | STAT1 activator | NF-kB neuron act
COc1ccc(OC)c(N2C(=O)NC(=O)C(CCc3ccncc3)(CCc3ccncc3)C2=O)c1 | 99.4 | 0.3 | -7.2 | 4.4 | 6.0 | 7.7 | -0.4 | -8.0 | 106.7 | 1.05
COP(=O)(OC)/C(C=O)=N/Nc1ccc([N+](=O)[O-])cc1 | 105.3 | 0.4 | -4.4 | -4.8 | 36.8 | 4.7 | -1.3 | 0.0 | 104.0 | 1.17
CN1CCN(Cc2nc3ccccc3n2C)CC1 | 105.3 | 0.1 | 3.9 | -0.5 | 7.1 | 2.6 | -0.1 | -1.6 | 96.4 | 0.84
COCCN1Cc2cc(=O)n3c([nH]c4ccccc43)c2C1=N | 95.0 | 0.0 | -26.7 | 13.8 | 18.0 | -3.5 | -0.1 | 7.2 | 122.3 | 1.56
COc1cc2c3c(c1OC)-c1cc(O)ccc1CC3NCC2 (configuration not stated) | 102.1 | -0.2 | 1.5 | 1.3 | 12.0 | -2.7 | 2.7 | -5.7 | 98.6 | 1.23
O=C(COc1ccccc1)N1CCN(CC(O)COc2ccccc2)CC1 (configuration not stated) | 108.5 | -0.2 | -7.4 | -6.8 | 0.5 | -14.7 | -1.1 | 0.5 | 106.8 | 1.23
CCCCn1c(O)c(C(CC)=NCCN2CCCCC2)c(=O)[nH]c1=O | 100.7 | -0.2 | 4.2 | 3.5 | 1.6 | -6.2 | -0.1 | -6.3 | 96.2 | 1.48
CCCc1nc2ccccc2c(=O)n1-c1ccccc1OC | 89.0 | -0.3 | 14.8 | 16.4 | -5.0 | 2.1 | -0.2 | · | 86.6 | 0.88
O=C1NC(=O)C(CCc2ccccn2)(Cc2ccc3c(c2)OCO3)C(=O)N1CCc1ccccc1 (configuration not stated) | 103.2 | -0.2 | -3.1 | -2.3 | 13.4 | 0.6 | -0.5 | -1.1 | 102.9 | 0.52
O=C(NC(Oc1ccccc1)C(Cl)(Cl)Cl)c1ccccc1 (configuration not stated) | 104.5 | -0.2 | -4.5 | 6.2 | -5.3 | -4.4 | 2.1 | -3.6 | 104.1 | 0.98
CN1C2CCC1CC(OC(=O)c1ccc(Cl)cc1)(C(=O)O)C2 (configuration not stated) | 108.6 | -0.2 | -1.9 | -12.2 | 6.2 | -5.9 | -1.2 | -6.1 | 101.9 | 1.08
COc1ccc(C(=O)C2(C)N(O)C(C)C(c3cccs3)=[N+]2[O-])cc1 (configuration not stated) | 100.3 | -0.1 | -6.0 | 8.8 | 13.6 | 2.3 | 1.9 | 1.2 | 107.7 | 1.41
Cc1ccsc1C(=O)C1CCCN(Cc2sc(N(C)C)nc2Cl)C1 (configuration not stated) | 93.4 | -0.3 | 12.3 | 11.0 | 6.7 | 11.4 | -0.8 | -2.7 | 86.8 | 0.82
COc1ccc(CN2CCCCC2c2cccnc2)cc1C (configuration not stated) | 93.7 | -0.4 | -1.8 | 13.2 | 14.8 | -1.5 | -0.7 | -1.1 | 101.6 | 1.14
CCCC12CN3CCN(CC(C3)/C1=N\NC(=O)c1ccncc1)C2 | 95.7 | -0.3 | -6.1 | 7.3 | -7.4 | -11.7 | -0.3 | -2.5 | 105.2 | 1.18
CC(=O)c1c(C)n(C(C)C)c2ccc(O)cc12 | 102.2 | -0.4 | 3.9 | 1.1 | 9.9 | -10.6 | -0.6 | · | 96.4 | ·
O=c1[nH]sc2cc(F)ccc12 | 102.2 | 0.4 | 10.6 | 4.7 | -5.6 | 2.0 | 0.1 | -10.8 | 89.6 | 0.6
CN1CCN(c2ccc([N+](=O)[O-])c(SCCO)c2)CC1 | 96.8 | 0.4 | -1.7 | 6.1 | 1.7 | 0.9 | -1.2 | -2.1 | 99.8 | 0.97
O=c1oc2ccccc2c(O)c1C(c1ccc([N+](=O)[O-])cc1)c1c(O)c2ccccc2oc1=O | 106.5 | 0.1 | 0.6 | 5.1 | 8.0 | 9.0 | -0.3 | 0.2 | 98.8 | 0.91
O=C1NC(=O)N(Cc2ccccc2)C(=O)/C1=C\C=C\c1ccco1 | 111.0 | -0.2 | -0.4 | -5.9 | -13.8 | 16.2 | 5.2 | -2.5 | 98.5 | 1.62
CC1(C)CN2C(c3ccc(Cl)cc3)N2C1 (configuration not stated) | 102.3 | -0.5 | -3.6 | 3.0 | 4.1 | -0.3 | 2.0 | 4.5 | 103.3 | 1.02
CN1C(=O)N(C)C(=O)C2(Sc3ccccc3C2=O)C1=O | 96.3 | -0.1 | 9.3 | 9.5 | -10.7 | 11.2 | -0.3 | -6.4 | 91.5 | 1.02
O=c1[nH]c(N2CCN(Cc3ccc4c(c3)OCO4)CC2)nc2c1CCC2 | 96.2 | -0.2 | 2.9 | 8.9 | -1.6 | 11.9 | 3.2 | -3.0 | 97.3 | 1.26
CCCC[n+]1cc(/N=C(\[O-])OC)on1 | 103.1 | 0.2 | -2.4 | -0.7 | -1.5 | 6.1 | -4.6 | -1.1 | 102.2 | 1.06
COc1ccc(-c2cc(=O)c3c(OC)c(OC)c(OC)cc3o2)cc1 | · | -0.3 | -6.2 | · | 1.8 | -17.4 | 0.3 | 2.4 | 104.5 | 0.82
CC(C)N(CCC(C(N)=O)(c1ccccc1)c1ccccn1)C(C)C (configuration not stated) | 95.9 | -0.2 | 6.8 | 7.0 | 22.4 | 5.3 | 0.1 | -3.3 | 93.8 | 1.17
O=c1c2ccccc2[nH]c(=S)n1-c1ccc2c(c1)OCO2 | 94.3 | 0.0 | -1.9 | 9.1 | -0.1 | 7.0 | 1.8 | -10.0 | 101.8 | 0.97
COc1cc(/C=N/NC(=O)Cn2c([N+](=O)[O-])cnc2C)ccc1OC(=O)N(C)C | 104.1 | -0.1 | -4.2 | -3.7 | 8.9 | 0.8 | 0.1 | -4.0 | 102.1 | 1.1
O=C(COc1ccccc1)c1cn(Cc2ccccc2)c2ccccc12 | 105.8 | -0.2 | 8.2 | -7.3 | -9.8 | -1.5 | 2.2 | 0.8 | 92.5 | 1.34
Cc1ccc(C(=O)n2cc(CCN3CCS(=O)(=O)CC3)c3ccccc32)cc1 | 93.0 | 0.0 | 2.2 | 10.4 | 13.7 | 8.8 | 13.7 | 2.4 | 98.1 | 0.89
CN(C(=O)CNC(=O)OCc1ccccc1)c1ccc(Br)cc1C(=O)c1ccccc1Cl | 104.5 | 0.0 | 6.0 | -8.2 | -80.1 | 2.8 | 0.8 | -0.9 | 96.5 | 1.95
O=P(Oc1ccccc1)(Oc1ccccc1)C(Nc1ccccc1)c1ccccc1 (configuration not stated) | 102.5 | -0.1 | 12.7 | -2.8 | 11.6 | -14.2 | -1.0 | -3.3 | 88.8 | 1.33
CCN(CC)P(=O)(NC(=O)c1cccn1C)N(CC)CC | 101.5 | 0.2 | -4.8 | -0.2 | 18.3 | -5.2 | -0.1 | 5.3 | 103.4 | 1.07
Cc1ccc(-n2c(C)cc(/C=C3\C(=O)NC(=O)N(C)C3=O)c2C)cc1C | 108.6 | -0.2 | -1.8 | -10.2 | -11.0 | -10.9 | · | 5.2 | 101.6 | 1.06
CCCCCCn1c(=O)c(C(=O)Nc2cnccn2)c(O)c2ccccc21 | 117.4 | -0.3 | -4.9 | -6.5 | -14.7 | 8.6 | 0.4 | -2.7 | 103.6 | 0.75
COc1ccc(C=C2C(=O)N(C)C(=O)N(C)C2=O)cc1CSc1ccccn1 | 99.3 | 0.4 | -5.4 | 4.8 | -13.5 | 1.3 | 1.3 | -4.6 | 104.9 | 0.99
Cc1ccnc(NS(=O)(=O)c2ccc(N=Cc3c(O)n(C)c(=O)n(C)c3=O)cc2)n1 | 99.5 | -0.1 | -6.7 | 6.2 | -4.2 | -11.8 | 1.7 | 0.3 | 105.9 | 0.99
C/C(Cl)=C/CC1(CN2CCCC2=O)C(=O)NC(=O)NC1=O | 103.9 | -0.6 | -2.4 | -0.7 | 10.7 | 4.1 | 4.4 | 2.9 | 102.2 | 1.06
COc1cc(CNCCc2ccc3c(c2)OCO3)cc(OC)c1OC | 94.2 | -0.3 | 7.7 | 9.3 | 38.3 | -7.3 | -1.1 | -11.3 | 92.7 | 0.94
O=C(O)CP(=O)(O)c1ccc(Cl)cc1 | 99.6 | -0.1 | -8.6 | 3.2 | 3.5 | 4.7 | -0.1 | -6.0 | 108.0 | 1.29
Cn1c(O)c(C(c2ccccn2)c2c(O)n(C)c(=S)[nH]c2=O)c(=O)[nH]c1=S | 100.8 | 0.2 | -0.1 | 0.5 | 7.6 | 6.2 | -4.1 | -0.7 | 100.1 | 1.02
CNC(=O)OCc1n(C)cc[n+]1C | 101.9 | -0.2 | 3.3 | 2.5 | -2.0 | 4.3 | -0.2 | 0.2 | 97.1 | 0.96
CCOC(=O)C1C(=O)N(C)C2(C)CC1c1cc(OC)ccc1O2 (configuration not stated) | 95.0 | -0.3 | -9.2 | 15.4 | -1.8 | -20.3 | -0.1 | -0.7 | 108.4 | 1.2
C=Cn1ccnc1P(=S)(c1ccc(Cl)cc1)c1nccn1C=C | 91.0 | -0.1 | -0.9 | 19.6 | 3.3 | -18.2 | -0.2 | -2.1 | 99.2 | 1.02
O=c1[nH]c2c(c(=O)n1C1CCCCC1)CCC2 | 104.1 | -0.3 | 1.9 | -1.1 | 8.9 | 2.6 | -1.7 | -12.6 | 98.2 | 0.96
Cc1ccc(C(=O)C2CN(C)CC2C(=O)c2ccc(C)cc2)cc1 (configuration not stated) | 103.9 | 0.1 | -10.8 | 5.7 | 48.0 | -11.9 | 2.0 | -0.3 | 109.7 | 1.13
Cc1cccc(-n2c(-c3ccc([N+](=O)[O-])cc3)nc3ccccc3c2=O)c1 | 101.3 | -0.4 | -3.4 | -6.1 | 3.6 | 2.1 | 0.7 | -3.9 | 103.1 | 0.9

Some of these compounds in order of length of the SMILES, high to low:
SMILES | STAT3 act | Hsp70 act | STAT1 blocker | STAT3 blocker | APP 5'UTR act | TLR4-MyD88 BLA | Redox H2O2 prof | HMGR II inh | STAT1 activator | NF-kB neuron act
O=C(COc1ccccc1)c1cn(Cc2ccccc2)c2ccccc12 | 105.8 | -0.2 | 8.2 | -7.3 | -9.8 | -1.5 | 2.2 | 0.8 | 92.5 | 1.34
CCN(CC)P(=O)(NC(=O)c1cccn1C)N(CC)CC | 101.5 | 0.2 | -4.8 | -0.2 | 18.3 | -5.2 | -0.1 | 5.3 | 103.4 | 1.07
CC(=O)c1c(C)n(C(C)C)c2ccc(O)cc12 | 102.2 | -0.4 | 3.9 | 1.1 | 9.9 | -10.6 | -0.6 | · | 96.4 | ·
